Screening data (PubChem)
RGS4 inh – inhibitors of human regulator of G protein signaling 4. P49798. Transcreener GDP fluorescence polarization, RGS4-accelerated GTP hydrolysis. Potency, µM (series often up to 114 µM), without a hit: at the top dose activity change, negative = inhibition, actives largely listed as inhibitors. hit rate 0.039% among 390,000. AID 504845; further: potency means the concentration at half of the fitted maximal effect; on the % scale 0 is the no-effect control and ±100 the full control effect; nearly all actives have a fitted effect of over 75% in size; some results filed as inactive show a strong effect at the top dose
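MLSMR compounds (23 nl, pin-transferred) preincubated 10 min at room temperature with a 500nM (2x) first reagent, then RGS4 at 900nM (2x) plus Transcreener GDP mix added; fluorescence polarization (620/688 nm) read before and after 90 min at 30 °C.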
mIDH1 inhibitor – blocks human mutant IDH1 R132H enzyme; IDH1-R132H enzyme, NADPH consumption, diaphorase/resazurin fluorescence; Potency, µM (highest dose often 76.6 µM), for inactives: at the top dose activity change, negative = inhibition, usual class: inhibitors; hit rate 0.093% among 390,000; further: potency means the concentration at half of the fitted maximal effect; on the % scale 0 is the no-effect control and ±100 the full control effect; nearly all actives have a fitted effect of over 65% in size
Target sequence (O75874 whole entry R132H, stated change not applied): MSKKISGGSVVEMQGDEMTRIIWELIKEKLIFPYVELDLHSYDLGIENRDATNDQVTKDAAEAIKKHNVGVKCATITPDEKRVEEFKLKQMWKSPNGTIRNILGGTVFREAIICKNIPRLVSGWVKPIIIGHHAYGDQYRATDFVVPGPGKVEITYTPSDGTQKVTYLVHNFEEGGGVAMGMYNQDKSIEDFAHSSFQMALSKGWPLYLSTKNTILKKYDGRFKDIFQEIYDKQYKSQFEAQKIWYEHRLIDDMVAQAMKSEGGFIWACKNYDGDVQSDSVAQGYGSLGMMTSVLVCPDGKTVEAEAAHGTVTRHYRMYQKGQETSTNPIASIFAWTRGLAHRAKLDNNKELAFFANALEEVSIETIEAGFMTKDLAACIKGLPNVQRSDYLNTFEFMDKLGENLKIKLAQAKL
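IDH1-R132H (0.5 ug/mL) preincubated 30 min with compound, then NADPH (0.016 mM) and alpha-KG (2 mM) added; 80 min at RT, pH 7.5. Remaining NADPH coupled via diaphorase/resazurin to fluorescence (540/590 nm); concentration-response curves normalized to no-enzyme control.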
LDHA block – LDHA (human) enzyme inhibition; P00338; purified LDHA, NADH/diaphorase-resazurin fluorescence; hits give low values; activity change, % (values are at about 110 or 230 µM); hit rate 0.15% among 480,000; AID 1347041; in the data active means activity change below about -30%; inconclusive means mostly about -25% to -30%;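 further: plate controls were DMSO wells for no effect and wells without enzyme for full effect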
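LDH5 2 nM; NADH 0.06 mM, pyruvate 0.2 mM; 200 mM Tris pH 7.4, EDTA, Tween-20; 5 min RT. Detection: diaphorase 0.133 mg/mL + resazurin 37 µM, fluorescence ex540/em590 at 0 and 20 min; normalized to enzyme-free and DMSO wells.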
rTrxR1 inhibitor – rat TrxR1 inhibition | hit rate 1% among 390,000 | O89049 | Potency, µM (series often up to 114 µM), for the others: top-dose activity change, negative = inhibition, hits mostly inhibitors | recombinant rTrxR1, NADPH fluorescence consumption, selenite substrate; further: potency means the concentration at half of the fitted maximal effect; on the % scale 0 is the no-effect control and ±100 the full control effect; nearly all actives have a fitted effect of over 65% in size
Target sequence (O89049 whole entry, looked up): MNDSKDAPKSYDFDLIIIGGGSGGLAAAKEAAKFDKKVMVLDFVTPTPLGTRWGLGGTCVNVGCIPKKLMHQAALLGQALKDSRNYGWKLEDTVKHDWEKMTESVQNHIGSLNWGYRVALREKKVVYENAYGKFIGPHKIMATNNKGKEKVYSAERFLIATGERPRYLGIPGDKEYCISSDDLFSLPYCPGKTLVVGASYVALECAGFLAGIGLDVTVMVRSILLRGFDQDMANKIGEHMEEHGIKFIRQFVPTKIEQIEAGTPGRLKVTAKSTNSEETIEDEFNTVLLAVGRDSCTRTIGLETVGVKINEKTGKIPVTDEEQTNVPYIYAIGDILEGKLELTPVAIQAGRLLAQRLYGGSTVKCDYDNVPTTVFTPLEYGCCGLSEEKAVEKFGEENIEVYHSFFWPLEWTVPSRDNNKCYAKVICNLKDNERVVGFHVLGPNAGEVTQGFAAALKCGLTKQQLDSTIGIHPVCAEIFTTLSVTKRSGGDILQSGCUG
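Rat TrxR1 (90 nM in the dispensed reagent) was pre-reduced with 400 uM NADPH for 5 min at room temperature, then incubated with compound for 15 min. After 400 uM selenite was added, NADPH fluorescence (Ex 340/Em 450 nm) was followed for 8 min.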
Vif-A3F inh – Vif-A3F binding inhibition; HeLa A3F-eYFP + Vif (tagged APOBEC3F with the HIV-1 protein that degrades it), YFP fluorescence increase; Potency, µM (top dose mostly 46.1 µM), without a hit: at the highest dose activity, negative = active; hit rate 0.2% among 390,000; AID 602313; further: potency means the concentration at half of the fitted maximal effect; % of control where 0% means no effect; nearly all actives have a fitted effect of over 65% in size
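HeLa cells stably expressing A3F-eYFP plus Vif, plated and incubated overnight at 37 deg C, then exposed to compounds overnight at 37 deg C. Blocked degradation read as raised yellow fluorescence (Ex 488/Em 500-530).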
Vif-A3G inh – blocks the Vif interaction with human APOBEC3G; AID 602310; Potency, µM (doses to about 46.1 µM), for the others: top-dose activity, negative = active, most hits filed as inhibitors; hit rate 0.076% among 410,000; HeLa A3G-eYFP + Vif (tagged APOBEC3G with the HIV-1 protein that degrades it), YFP fluorescence, overnight;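 further: potency means the concentration at half of the fitted maximal effect; on the % scale 0 is the no-effect control and ±100 the full control effect; nearly all actives have a fitted effect of over 60% in size; hits raise eYFP signal because A3G escapes Vif-driven loss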
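Read-out is eYFP fluorescence (Ex 488/Em 500-530) from Vif-expressing HeLa A3G-eYFP cells; more signal means A3G escaped Vif-mediated degradation. Cells plated overnight, compound pinned in, incubated overnight at 37 deg C.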
TrxR1 substrate – rat thioredoxin reductase 1 substrate activity; O89049; Potency, µM (titrated, usually from 114 µM), without a hit: top-dose activity change, negative = substrate turnover; hit rate 0.01% among 390,000; purified TrxR1 substrate turnover, NADPH consumption readout; AID 588456; further: potency means the concentration at half of the fitted maximal effect; on the % scale 0 is the no-effect control and ±100 the full control effect; nearly all actives have a fitted effect of over 50% in size
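Rat TrxR1, dispensed at 90 nM, was prereduced with 400 uM NADPH (final) for 5 min at ~22 deg C, then incubated with compound 15 min before 400 uM selenite. A first-read NADPH fluorescence drop versus no-compound background flagged substrates.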
Glioma ERSR ind – induces the endoplasmic reticulum stress response in human glioma cells; Potency, µM, without a hit: at the top dose activation, usual class: activators; hit rate 0.02% among 420,000; U87-MG GRP78 promoter luciferase reporter, 16 h; AID 602332; further: potency means the concentration at half of the fitted maximal effect; series mostly up to about 76 µM; % of control where 0% means no effect; nearly all actives have a fitted effect of over 35% in size
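ERSR induction read as luciferase luminescence (Bright-Glo, 10 min at room temperature) in stably transfected human U87-MG glioma cells exposed to compounds for 16 h, using GRP78 as sensor.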
USP1 inh – USP1/UAF1 (human) deubiquitinase inhibition | recombinant USP1/UAF1, Ub-Rhodamine cleavage fluorescence | Potency, µM (top dose mostly 57.1 µM), for the others: at the top dose activity change, negative = inhibition, most hits filed as inhibitors | hit rate 0.23% among 390,000; further: potency means the concentration at half of the fitted maximal effect; on the % scale 0 is the no-effect control and ±100 the full control effect; nearly all actives have a fitted effect of over 60% in size; inactives centre near -12
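USP1/UAF1 complex (1 nM) preincubated 15 min at room temperature with compound, then Ub-Rho substrate (150 nM final) added. Kinetic fluorescence at 480/540 nm over 6 reads at 60 s intervals; 50 mM HEPES pH 7.8, 0.5 mM EDTA, 0.1 mg/ml BSA, 1 mM TCEP, 0.01% Tween-20.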
Numbers without * were called inactive; ? = inconclusive; · = not tested or not shown; [ ] = another dose, or the depositor's remark. Unless noted, the call rests on the fitted dose curve; in most records, active means well fitted curve in the direction sought with a large enough effect; inconclusive means small, poorly fitted or top-dose-only effect, or another doubt; inactive means no such curve, though single readings can be large; an effect the other way counts as inactive or inconclusive.

SMILES	RGS4 inh	mIDH1 inhibitor	LDHA block	rTrxR1 inhibitor	Vif-A3F inh	Vif-A3G inh	TrxR1 substrate	Glioma ERSR ind	USP1 inh
COc1cccc2cc(-c3nc(-c4ccc(C)cc4)c(C)s3)c(=O)oc12	1%	6%	-3	12%[57.1 µM]	?	-28%	-3%[57.1 µM]	-3%	-24%
Cc1nnc(N2CCC(C(=O)NCc3cccc(Cl)c3)CC2)c2nn(-c3ccccc3)c(C)c12	?	-17%	-5	11%[57.1 µM]	?	?	7%[57.1 µM]	-10%	?
Cc1ccc(CNS(=O)(=O)c2ccc3c(c2)n(C)c(=O)n3C)cc1	-5%	-7%	1	13%[57.1 µM]	?	-3%	4%[57.1 µM]	-5%	-6%
COc1cc2c(cc1OC)C(CNC(=O)C=Cc1ccccc1)C2 (stereo not given)	·	-3%	-9	·	-3%	0%	·	-3%	0%
CCOc1ccccc1C(=O)N[C@H](C(=O)Nc1cc(S(=O)(=O)N(C)C)ccc1OC)C(C)C	4%	-2%	-1	19%	18%	0%	-2%	-4%	-16%
COC(=O)c1cc(NS(=O)(=O)c2ccc(C(C)C)cc2)ccc1N1CCOCC1	-17%	3%	5	-5%[57.1 µM]	1%	0%	1%[57.1 µM]	1%	4%
CCc1nc(N2CCN(C(C)=O)CC2)c2c3c(sc2n1)CC(C(C)(C)C)CC3 (stereo not given)	8%	?	-3	-8%	-20%	0%	-7%	-2%	0%
CCOC(=O)CC1COCCN1C(=O)c1cc(COc2ccc(F)cc2Cl)on1 (stereo not given)	-40%	6%	1	-7%	-2%	0%	-4%	5%	-3%
COCCNC(=O)CCCn1c(=O)c2cc(OC)c(OC)cc2n(CC(=O)c2ccccc2)c1=O	4%	0%	-1	13%	-1%	-13%	0%	0%	-18%
COc1ccc(NC(=O)CSc2n[nH]c(-c3ccncc3)n2)c([N+](=O)[O-])c1	-8%	0%	-5	-12%	2%	4%	3%	-3%	-15%
CCN(CC(=O)Nc1ccc2c(c1)OCCO2)CC(=O)Nc1ccc(C)c([N+](=O)[O-])c1	15%	-2%	-10	17%[57.1 µM]	3%	-2%	6%[57.1 µM]	7%	-2%
COc1ccc(-n2c(N)c(C(=O)NCc3ccco3)c3nc4ccccc4nc32)cc1	-14%	1%	-3	?	-5%	-8%	60%[activator]	-4%	-18%
CC(=O)c1ccc(NC(=S)N(Cc2ccccc2)C(C)C2CC2)cc1 (stereo not given)	-37%	12%	-2	3%	3%	-1%	-12%	-1%	-21%
Cc1ccc(-c2nc(CS(=O)(=O)CC(=O)NCCc3ccccc3)c(C)o2)cc1	1%	-14%	-4	24%	2%	3%	16%	-1%	-13%
CCn1c(NCc2ccc(N(C)C)cc2)nc2ccccc21	12%	0%	5	-14%	-15%	-1%	-9%	6%	0%
COc1ccc(-c2ccc([C@H]3[C@H]4C=CC[C@@H](C)[C@@H]4C(=O)N3Cc3ccccc3)c(F)c2)cc1C	-1%	0%	-2	43%	-2%	-1%	11%	-5%	-24%
O=C(CCN1CCCCCC1)Nc1ccc(F)c(F)c1	-30%	2%	-6	28%	·	-8%	14%	-4%	-14%
O=C(/C=C/c1cn(CC(O)CN2CCCCCC2)c2ccccc12)c1ccccc1 (stereo not given)	-6%	4%	-2	?	-14%	-5%	-4%	-6%	?
COc1ccc(-c2cn3cccnc3n2)cc1NS(=O)(=O)c1ccccc1	15%	-7%	3	19%	-8%	-7%	34%[activator]	1%	-22%
Cc1ccc(S(=O)(=O)c2nc(S(C)(=O)=O)sc2NCC2CCCO2)cc1 (stereo not given)	-9%	2%	-3	1%[11.4 µM]	9%	0%	-11%[11.4 µM]	-3%	-16%
COc1ccc(C2=NS(=O)(=O)N(C)C(C(=O)NCc3ccc(F)cc3)=C2)cc1OC	-2%	-4%	-5	2%	-2%	4%	-11%	-1%	-12%
C[C@]12C(=O)N(c3ccccc3)C(=O)N1[C@H]1c3ccccc3OC[C@@H]1[C@H]2c1ccccc1	9%	-13%	-2	41%[activator]	-2%	-1%	5%	-3%	-24%
CC1=NN(c2ccccc2)C(=O)/C1=C\C=C1\N(C)c2ccccc2C1(C)C	-11%	-2%	-4	-14%	-5%	0%	-18%	2%	-23%
CN(C)/C=C/c1oc2ccc(O)cc2c1[N+](=O)[O-]	7%	4%	6	-20%	17%	0%	1%[57.1 µM]	2%	-12%
COc1cccc(OCC(O)CNC(=O)c2oc3ccc(C)cc3c2C)c1 (stereo not given)	6%	3%	-3	8%[57.1 µM]	-6%	2%	-1%[57.1 µM]	-4%	-21%

9 entries out of the list, sorted by molar mass, rising.
SMILES	RGS4 inh	mIDH1 inhibitor	LDHA block	rTrxR1 inhibitor	Vif-A3F inh	Vif-A3G inh	TrxR1 substrate	Glioma ERSR ind	USP1 inh
COc1cc2c(cc1OC)C(CNC(=O)C=Cc1ccccc1)C2 (stereo not given)	·	-3%	-9	·	-3%	0%	·	-3%	0%
CC(=O)c1ccc(NC(=S)N(Cc2ccccc2)C(C)C2CC2)cc1 (stereo not given)	-37%	12%	-2	3%	3%	-1%	-12%	-1%	-21%
COc1cccc2cc(-c3nc(-c4ccc(C)cc4)c(C)s3)c(=O)oc12	1%	6%	-3	12%[57.1 µM]	?	-28%	-3%[57.1 µM]	-3%	-24%
COc1ccc(-c2cn3cccnc3n2)cc1NS(=O)(=O)c1ccccc1	15%	-7%	3	19%	-8%	-7%	34%[activator]	1%	-22%
COc1ccc(NC(=O)CSc2n[nH]c(-c3ccncc3)n2)c([N+](=O)[O-])c1	-8%	0%	-5	-12%	2%	4%	3%	-3%	-15%
O=C(/C=C/c1cn(CC(O)CN2CCCCCC2)c2ccccc12)c1ccccc1 (stereo not given)	-6%	4%	-2	?	-14%	-5%	-4%	-6%	?
COc1ccc(C2=NS(=O)(=O)N(C)C(C(=O)NCc3ccc(F)cc3)=C2)cc1OC	-2%	-4%	-5	2%	-2%	4%	-11%	-1%	-12%
Cc1nnc(N2CCC(C(=O)NCc3cccc(Cl)c3)CC2)c2nn(-c3ccccc3)c(C)c12	?	-17%	-5	11%[57.1 µM]	?	?	7%[57.1 µM]	-10%	?
CCOc1ccccc1C(=O)N[C@H](C(=O)Nc1cc(S(=O)(=O)N(C)C)ccc1OC)C(C)C	4%	-2%	-1	19%	18%	0%	-2%	-4%	-16%

Later entries
SMILES	RGS4 inh	mIDH1 inhibitor	LDHA block	rTrxR1 inhibitor	Vif-A3F inh	Vif-A3G inh	TrxR1 substrate	Glioma ERSR ind	USP1 inh
COc1cc(Cl)c(C)cc1NC(=O)C1CCN(c2nc3ccccc3n3cccc23)CC1	-1%	·	-2	10%	·	·	7%[11.4 µM]	·	?
CCCCc1noc(-c2c(-c3ccccc3Cl)noc2C)n1	4%	10%	1	10%[57.1 µM]	1%	-9%	2%[57.1 µM]	-2%	-8%
O=C(Nc1ccccc1)c1ccco1	5%	2%	-5	20%	2%	-10%	3%	11%	-9%
COc1ccc(N2CCN(Cc3nc4ccsc4c(=O)[nH]3)CC2)cc1	12%	10%	-3	16%	-2%	0%	-1%	-4%	-9%
COc1ccc(CN(C)C(=O)c2cccc(NS(=O)(=O)c3ccccc3)c2)cc1F	23%	9%	-9	6%[57.1 µM]	-7%	-2%	4%[57.1 µM]	-1%	-9%
Cc1c(Cl)cccc1NC(=O)c1ccc(C(=O)Nc2cccc(Cl)c2C)cc1	-3%	-3%	-8	22%	2%	4%	1%	-2%	-4%
CCN1CCN(c2c(/C=C3\SC(=S)N(Cc4ccco4)C3=O)c(C)c(C#N)c(=O)n2C)CC1	-21%	-10%	-5	-12%	?	?	-3%	-5%	16%
CCOC(=O)C(Oc1ccc(=O)n(-c2ccccc2)n1)C(C)=O (stereo not given)	-13%	7%	5	25%	-8%	1%	-2%	-4%	-9%
CC(C)C(=O)Nc1c(-c2ccccc2Cl)c(=O)c2ccccc2n1C	-3%	0%	2	-1%	5%	-1%	1%	-4%	-21%
COc1cc(C(=O)O)cc(NC(=O)c2cccs2)c1OC	8%	9%	-5	-16%	13%	-5%	-14%	-4%	-6%
CC1(C)C2CCC1(C)C(SC(=N)N)C2 (stereo not given)	-27%	2%	2	10%[11.4 µM]	-2%	1%	7%[11.4 µM]	-7%	-15%

Not all compounds are listed; the hit share may differ from the screen's.
